GlmU inhibition = inhibition of mycobacterial GlmU enzyme – biochemical, glucosamine-1-phosphate acetyltransferase (AID 1376); hit rate 0.25% among 220,000; M. tuberculosis GlmU acetyltransferase enzyme assay; higher % means a stronger effect; inhibition, %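 (tested at 30 µM in the primary screen)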, or IC50 in µM where a hit was titrated; in the data active means inhibition above about 13%; inconclusive means no clear call, values can overlap the other calls;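 further: 0% = complete reaction with vehicle and 100% = reaction without substrate; strong numbers were not always called active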
RmlCD inh 1536 = blocks M. tuberculosis RmlC and RmlD coupled enzymes. inhibition, % at 3.6 µM. RmlC+RmlD coupled enzyme assay, percent inhibition; primary screen in compound mixtures. P9WH09+P9WH11. hit rate 0.03% among 160,000; in the data active means inhibition mostly above about 34%, no sharp cut-off; inconclusive means no clear call, values can overlap the other calls; inactive means mostly below about 22%; further: some results filed as inactive read as strong as hits
Target sequence (P9WH09 whole entry, looked up): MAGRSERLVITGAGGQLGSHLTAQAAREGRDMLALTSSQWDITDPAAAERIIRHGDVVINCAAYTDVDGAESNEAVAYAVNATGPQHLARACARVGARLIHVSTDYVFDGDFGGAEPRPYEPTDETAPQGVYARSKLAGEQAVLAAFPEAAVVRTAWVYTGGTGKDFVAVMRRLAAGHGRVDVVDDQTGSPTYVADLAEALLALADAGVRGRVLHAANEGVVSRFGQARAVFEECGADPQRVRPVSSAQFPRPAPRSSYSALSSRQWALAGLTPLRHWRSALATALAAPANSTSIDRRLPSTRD
Target sequence (P9WH11 whole entry, looked up): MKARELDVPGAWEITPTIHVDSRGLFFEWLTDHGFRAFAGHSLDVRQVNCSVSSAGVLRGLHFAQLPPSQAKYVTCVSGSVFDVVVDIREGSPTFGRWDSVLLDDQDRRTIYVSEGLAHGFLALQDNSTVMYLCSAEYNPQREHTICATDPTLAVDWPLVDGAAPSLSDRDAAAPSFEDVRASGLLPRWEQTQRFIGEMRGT
* marks the source's active call; other numbers are inactive results; ? = inconclusive; nt = not tested or not shown. This is a subset; rates above refer to the full screens.

SMILES	GlmU inhibition	RmlCD inh 1536
Cc1nnc(SCc2cc(=O)[nH]c(Nc3nc(C)c4ccccc4n3)n2)s1	5.5%	nt
CN1CCCN(C(=O)CC2(CC(=O)O)CCCCC2)CC1	0.5%	nt
CCOC(=O)c1c(=O)n(O)c2ccc(OC)cc2[n+]1[O-]	2.0%	nt
COc1ccc(NCc2cc3cc(OC)ccc3[nH]c2=O)cc1	-0.7%	-11.2
CCOCCCNCc1cc(Cl)ccc1OCC	-3.9%	-10.4
COc1ccc(C(CCN2CCCC(C)C2)c2c(OC)cc(OC)c3c(C)cc(=O)oc23)cc1 (configuration not stated)	-1.4%	nt
CCOc1ccc(-c2cc(C)n3nc(C(N)=O)cc3n2)cc1	4.1%	11.0
Cc1ccc2c(c1)c1c(n2CC(O)CNC(CO)(CO)CO)CCCC1 (configuration not stated)	0.0%	3.1
Cc1nn(Cc2cccc(C(N)=O)c2)c(C)c1Br	1.2%	21.1
CCOc1ccc(C(=O)NCCO)cc1	0.5%	1.0
Cc1cccc(Nc2nc(NCc3ccco3)nc(N)c2[N+](=O)[O-])c1	8.6%	3.7
CC1(CCl)N([O-])C2=C(CCCC2)[N+]1=O (configuration not stated)	4.0%	7.9
CCCCCC1CC(CC(=O)NC(=S)Nc2ccccc2Cl)C(=O)O1 (configuration not stated)	2.6%	6.1
CCCS(=O)(=O)c1cn2cccc(N)c2c1S(=O)(=O)CCC	-6.4%	nt
COc1ccc(NC(=O)N2CCC(c3nc4ccccc4[nH]3)CC2)cc1	2.5%	8.8
COc1ccc(OCCCC(=O)Nc2nccs2)cc1	-7.5%	3.8
COc1ccccc1-c1cc(C(=O)Nc2c(F)cc(F)cc2Br)no1	-2.4%	7.4
C=CCOc1ccc(Br)cc1CNCCCN1CCOCC1	-1.9%	6.6
CCCn1c(SCC(=O)N2c3ccccc3CCc3ccccc32)nc2c1c(=O)n(C)c(=O)n2C	-0.6%	nt
O=C(/C=C/Nc1ccc(F)c(Cl)c1)c1ccco1	1.2%	2.2
CCOc1cc(NC(=S)NCCCOC)c(OCC)cc1NC(=O)c1ccco1	1.0%	nt
CCOc1ccc(NC(=O)COC(=O)C2(C)CC2(Cl)Cl)c([N+](=O)[O-])c1 (configuration not stated)	-0.5%	-18.2
C/C(=N\NC(=S)NCc1ccccc1)c1ccc2ccccc2c1	1.9%	-1.7
COC(=O)c1cccc(NC(=O)Cn2cnc3c2c(=O)n(C)c(=O)n3C)c1	4.9%	nt
Cc1ccc(C(=O)NCCNC(=O)c2ccccc2)cc1	-2.3%	12.0
COc1ccc(C(N)=O)cc1N	-6.4%	-6.0
COc1ccccc1Nc1nc(N)nc(CN2CCC(C)CC2)n1	-9.3%	5.8
COc1cc([N+](=O)[O-])cc2sc(NC(=O)C3CC3)nc12	8.7%	-5.2
CN(NC(=O)c1ccccc1F)c1nc(C(F)(F)F)nc2ccccc12	0.7%	-4.0
O=C(CN1C2=NCCCN2c2ccccc21)c1ccc(Cl)cc1Cl	-5.5%	7.9
NC(=O)COC(=O)c1cc(S(=O)(=O)N2CCOCC2)ccc1N1CCCCC1	0.2%	nt
CCOC(=O)/C(C(N)=NCc1ccco1)=C(/O)c1ccccc1	-6.5%	5.7
O=C(O)/C=C/c1ccc(O)c(O)c1	5.2%	nt
O=C(O)c1ccc2ncc(NC(=O)c3ccc(F)cc3)c(=O)n2c1	0.9%	8.9
O=C(NCCC1=CCCCC1)C(=O)NCc1ccncc1	3.1%	-14.0
COc1cccc(NC(=O)c2nn(-c3ccc(OC)cc3OC)c(=O)c3ccccc23)c1	5.1%	-4.1
Cc1[nH]c2c(C)cccc2c1CN1CCC(CO)(Cc2ccccc2)CC1	-2.7%	?
CN(C)c1cc(N/N=C/c2ccc(Cl)cc2)nc(N(C)C)n1	1.5%	3.7
O=C(Nc1ccc(Cl)c(Cl)c1)Nc1ccc(Br)cc1F	1.8%	nt
CNC(=O)CSc1nnnn1-c1cc(C)ccc1C	-1.4%	nt
CCCCNc1nc(-c2ccccc2)c(C(=O)OCC)cc1C#N	2.2%	6.2
O=C1NC2(CCCCC2)N=C1c1ccc(F)cc1	9.0%	nt
CCC(CC)c1nc2ccccc2c(=O)[nH]1	3.3%	11.5
CC(C)OCCCNc1ncc2c(n1)CC(c1ccc(N(C)C)cc1)CC2=O (configuration not stated)	6.0%	1.4
OC1(c2ccc(F)cc2)CCN(Cc2ccccc2)C1 (configuration not stated)	3.2%	-3.6

The closing 4 entries of the section before open the next one:
SMILES	GlmU inhibition	RmlCD inh 1536
O=C1NC2(CCCCC2)N=C1c1ccc(F)cc1	9.0%	nt
CCC(CC)c1nc2ccccc2c(=O)[nH]1	3.3%	11.5
CC(C)OCCCNc1ncc2c(n1)CC(c1ccc(N(C)C)cc1)CC2=O (configuration not stated)	6.0%	1.4
OC1(c2ccc(F)cc2)CCN(Cc2ccccc2)C1 (configuration not stated)	3.2%	-3.6
CCCCC(=O)Nc1nnc(-c2ccc(OC)cc2)s1	-3.4%	nt
c1ccc(Oc2ncnc3sccc23)cc1	0.8%	nt
COc1ccc(Cc2nc3ccc(S(=O)(=O)N4CCOCC4)cc3[nH]2)cc1	8.4%	-7.8
CNc1nc(N)c(C(=O)Nc2cc(C)on2)s1	1.1%	12.0
CCN(Cc1ccccc1)C(=O)COC(=O)c1cc(=O)[nH]c2ccccc12	4.5%	12.6
Cc1cc(NC(=O)c2cc(-c3ccc(C)c(C)c3)nc3ccccc23)no1	3.2%	nt
COc1ccc(-c2nnc(-c3cc(OC)c(OC)c(OC)c3)o2)cc1OC	5.6%	nt
Cc1ccc(NP(=O)(Oc2ccccc2F)Oc2ccccc2F)cc1	5.4%	nt
COCCNC(=O)c1ccccc1NC(=O)c1cc(OC)cc(OC)c1	-2.3%	-6.6
CC(=O)NC(Cc1ccc(F)cc1)C(=O)N1CCN(C(=O)NCc2ccccc2)CC1 (configuration not stated)	3.4%	?
ON=Cc1cccn1-c1ccccc1	2.3%	-5.6
COc1ccc(/C=C/C(=O)c2cc3cccc(OC)c3oc2=O)cc1	nt	38.0
c1ccc(-n2ncc3c2ncn2nc(-c4ccco4)nc32)cc1	2.4%	nt
CCN(CC)S(=O)(=O)c1cc(C(=O)OCC(=O)Nc2ccc(-c3nc4ccc(C)cc4s3)cc2)ccc1F	1.4%	-7.0
CCC(=O)Nc1sc2c(c1C#N)CCCCC2	1.7%	-8.6
COc1ccc(-c2noc(CCC(=O)NCCCN3CCN(c4ccccc4F)CC3)n2)cc1	-0.3%	5.9
COc1cc(NC(=O)COc2ccc(Cl)cc2)ccc1-c1cc2ccccc2oc1=O	-0.8%	-7.4
CC1(C)CC(=O)C(C=NC2CC(C)(C)NC(C)(C)C2)=C(O)C1	0.2%	-5.3
CCN1CCC(NC(=O)Nc2ccc(F)cc2)CC1	2.4%	nt
O=C(Cc1cccc2ccccc12)Nc1ccccc1C(=O)O	3.5%	-8.1
Cn1c(=O)[nH]c(=O)c2c1nc1n2CCCN1Cc1ccccc1	-0.7%	3.1
CC(=O)c1cccc(NC(=O)NC(C)c2ccncc2)c1 (configuration not stated)	5.2%	8.3
CCOC(=O)CNC(=O)CSc1nc(N(C)C)nc(N2CCOCC2)n1	-0.8%	7.2
CC(C)c1ccc(NC(=S)NN2C(C)CCCC2C)cc1 (configuration not stated)	-3.1%	5.8
O=C(Cn1nnc2ccccc2c1=O)Nc1cc(C(F)(F)F)ccc1N1CCOCC1	4.0%	5.5
CN1C(=O)C(N=Nc2ccccc2C(=O)O)N(C)C1=S (configuration not stated)	1.8%	-10.7
O=C(Nc1ccc(Cl)cc1)N1CCC(c2ccccc2)C1 (configuration not stated)	-3.4%	nt
Cn1c(N)nc2ccccc2c1=O	-1.7%	3.9
O=[N+]([O-])c1cc(F)c(N2CCCCCC2)cc1N1CCNCC1	-5.4%	15.6
COc1cc(NC(=O)COC(=O)CNC(=O)c2ccc(Cl)cc2)c(C)cc1[N+](=O)[O-]	-3.0%	29.2

Part of the list above in order of number of heavy atoms, descending.
SMILES	GlmU inhibition	RmlCD inh 1536
COC(=O)c1cccc(NC(=O)Cn2cnc3c2c(=O)n(C)c(=O)n3C)c1	4.9%	nt
COc1ccccc1Nc1nc(N)nc(CN2CCC(C)CC2)n1	-9.3%	5.8
CCCCC(=O)Nc1nnc(-c2ccc(OC)cc2)s1	-3.4%	nt
CCOCCCNCc1cc(Cl)ccc1OCC	-3.9%	-10.4
CNc1nc(N)c(C(=O)Nc2cc(C)on2)s1	1.1%	12.0

Next part
SMILES	GlmU inhibition	RmlCD inh 1536
N#CC1=C(N)Nc2ncnn2C1c1ccccc1 (configuration not stated)	2.5%	-6.0
CCN(CC)C(=O)Nc1ccc(Br)cc1	3.5%	15.7
CN(c1ccc(C(=O)NC2CC2)cc1)S(=O)(=O)c1ccccc1	-7.5%	27.5
COc1cc(C)ccc1OCCCCOc1ccccc1C(C)=O	0.3%	-11.1
COc1ccc2nc3c(cc2c1)c(NC(=O)c1cccs1)nn3CC(C)C	nt	15.4
Cc1nn(C)c(C)c1/C=N/O	2.3%	9.7
CCN(CCNC(=O)CCCn1nc(C)n2c(cc3sccc32)c1=O)c1ccccc1	1.2%	nt
COc1ccc(C(=O)NCc2ccc3c(c2)OCO3)cc1S(=O)(=O)N(C)Cc1ccccc1	-5.6%	-8.8
Cn1cccc1Cc1nnc(SCC(=O)Nc2ccccc2)n1-c1ccc(F)cc1	10.3%	-11.1
Cc1cccc(Nc2c3c(nc4ncnn24)CCC3)c1	1.0%	-12.0
Cc1ccccc1CNC(=O)c1ccccc1C(=O)O	1.2%	nt
N/C(=N\OC(=O)CC1CCCCC1)c1ccncc1	-7.3%	-1.9
CC(C)c1ccc(/C=C/C(=O)Nc2nn[nH]n2)cc1	1.3%	1.5
CN(C)CCNc1nc(-c2ccccc2)c2c(c1C#N)CC(C)(C)OC2	-0.7%	nt
COC(=O)Cn1ncc2c3ccccc3n(Cc3ccccc3)c2c1=O	-3.9%	38.9

Next part, overlapping the part above by 2 compounds.
SMILES	GlmU inhibition	RmlCD inh 1536
CN(C)CCNc1nc(-c2ccccc2)c2c(c1C#N)CC(C)(C)OC2	-0.7%	nt
COC(=O)Cn1ncc2c3ccccc3n(Cc3ccccc3)c2c1=O	-3.9%	38.9
N#Cc1ccc(C(=O)Nc2nc(SCc3ccc(Cl)cc3)n[nH]2)cc1	3.0%	12.6
CC(=O)NS(=O)(=O)c1cccnc1Nc1ccc(Cl)c(Cl)c1	7.1%	9.6
Cc1ccc(-c2nn(C)c(=O)c3ccccc23)cc1S(=O)(=O)NCCO	-5.2%	10.4
Cc1ccc(N(CC(=O)NCc2ccco2)C(=O)CCC(=O)Nc2nccs2)cc1	1.9%	28.5
CCCCNCCOCCOc1ccc(F)cc1	-2.4%	nt
CCOC(=O)c1ccc(NC(=S)NN2CCOCC2)cc1	0.5%	11.6
O=C(COC(=O)CN1C(=O)C2CCCCC2C1=O)NC1CCS(=O)(=O)C1 (configuration not stated)	2.7%	nt
COc1nc(-c2ccccc2)cc(-c2ccc(OC)c(OC)c2)n1	-4.6%	13.8
Brc1ccc(-c2noc(COc3ccc4ccccc4c3)n2)o1	1.1%	-3.1
CCCCn1c(SCC(=O)c2ccccc2)nc2ccsc2c1=O	1.0%	-13.4
Cc1cc(N2CC(C(=O)O)CC2=O)ccc1Br (configuration not stated)	0.1%	-4.7
COc1cc(C(=O)O)ccc1OC(C)=O	1.4%	nt
COc1ccc(CC(=O)Nc2ccc(S(=O)(=O)Nc3cc(C)on3)cc2)cc1	2.9%	nt
CC(C(=O)Nc1cc([N+](=O)[O-])ccc1Cl)N1CCN(c2ccc(O)cc2)CC1 (configuration not stated)	2.4%	-2.3
COCCNC(=O)NC(=O)COC(=O)c1cccn1C	-3.0%	-3.8
O=C1C2C3C=CC(C4CC34)C2C(=O)N1/N=C/c1cccs1 (configuration not stated)	2.5%	nt
CC1C/C(=C\c2cccnc2)C(=O)/C(=C/c2cccnc2)C1 (configuration not stated)	-0.3%	-17.4
CCNc1ccc(S(N)(=O)=O)cc1[N+](=O)[O-]	-0.1%	3.9
CCOC(=O)C1=C(N)OC2=C(C(=O)CC(C)(C)C2)C1c1cccnc1 (configuration not stated)	0.7%	24.0
CC(C)CCNC(=O)c1cc2c(s1)-c1ccccc1S(=O)(=O)C2	-5.0%	9.6
COc1ccc(N2C(=O)/C(=C/c3cc(C)n(-c4ccc(C)cn4)c3C)C(=O)NC2=S)c(OC)c1	0.7%	6.0
O=C(C1CCCO1)N1CCN(c2ccccn2)CC1 (configuration not stated)	-0.9%	-11.3
CC(=O)c1c(C)[nH]c(C(=O)OCC(=O)Nc2cc(C)on2)c1C	10.4%	nt
COc1ccc(OC)c(Nc2nc(NCc3ccco3)nc(N)c2[N+](=O)[O-])c1	3.8%	-12.8
O=C(CNS(=O)(=O)c1cccs1)N1CCN(c2ccccn2)CC1	1.5%	nt
Cc1c(Cl)cccc1NC(=S)NCc1ccc(Cl)cc1	-1.8%	nt
COC(=O)C1=[N+]([O-])OC(C(=O)OC)C1c1c[nH]c2ccccc12 (configuration not stated)	-2.8%	nt
CCOc1ccc(-c2ccc(SCC(=O)Nc3nnc(CC)s3)nn2)cc1	-5.3%	nt
CCCCC(=O)NN(C)c1nc(-c2ccccc2)nnc1C(F)(F)F	2.6%	nt
O=C(NCCO)/C(=C/c1cccc([N+](=O)[O-])c1)NC(=O)c1ccco1	-3.5%	3.8
Cc1cccc(CCN2CCC(C(=O)c3ccc(NS(C)(=O)=O)cc3)CC2)n1	5.3%	-4.8
Cc1c(Cl)cccc1N(CC(=O)NC1CCCCC1)S(C)(=O)=O	5.9%	60.9
COC(=O)c1ccc2nc(C)c(C)nc2c1	0.9%	-6.7
